NFkB transloc pot – enhancers of NFkB p65 translocation in HUVEC – imaging, IL-1B stimulus, high-content imaging, primary screen. HUVEC IL-1B NFkB p65 nuclear translocation imaging. activation, % at 2 µM. actives 0.3% (n = 94,000);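 active = activation above 40%, about the mean plus 3 SD, also judged a hit on visual image review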;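 also: percent activation is computed from the nuclear over cytoplasmic p65 intensity ratio; values of inactives mirror those of a sister screen read the other way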
PLAP inhibition – PLAP enzyme inhibitors, biochemical, luminescence, HTS (AID 690); Alkaline phosphatase, placental type (Homo sapiens); purified PLAP, luminescent substrate; higher % means a stronger effect; one-dose inhibition, % at 20 µM; IC50 in µM for titrated hits; actives 0.08% (n = 96,000); in the data active = a potency from the dose series; inactive = the rest, 99 in 100 with inhibition below about 30%; also: strong numbers were not always called active
IL1B NFkB inh – inhibitors of IL-1B driven NFkB p65 nuclear import, primary screen, imaging, HUVEC, IL-1B stimulus, high-content imaging; inhibition, % at 2 µM; actives 0.43% (n = 94,000); HUVEC IL-1B NFkB p65 nuclear translocation imaging; AID 796, 2007;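 active = inhibition above about 30% together with a positive call from visual inspection of the well image, limit read from the data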;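 also: nuclear over cytoplasmic p65 intensity ratio measured by imaging; 0% = IL-1B stimulated DMSO wells and 100% = unstimulated DMSO wells; values of inactives mirror those of a sister screen read the other way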
MRP resist rev – reversal of MRP1-mediated doxorubicin resistance, primary screen, H69AR cells, doxorubicin co-treatment | H69AR cells + 2 uM doxorubicin, CellTiter-Glo, 72 h | differential viability (reversal), % at 10 µM | actives 0.04% (n = 85,000);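 active = viability drop by adding the cancer drug above about 55%, with treated viability meeting a 40% cutoff, limit read from the data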;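 also: viability without doxorubicin minus viability with 2 µM doxorubicin for each compound; larger differential means the compound sensitizes cells more to doxorubicin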
Bcl-B displacement – displacers of TR3 peptide from Bcl-B, primary screen, selectivity assay for Bfl-1 inhibitor project, biochemical, fluorescence polarization; one-dose displacement, % at 20 µM; IC50 in µM for titrated hits; FP displacement of FITC-TR3 peptide from Bcl-B; higher % means a stronger effect; Bcl-2-like protein 10 (Homo sapiens); actives 0.11% (n = 96,000); AID 748, 2007;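 active = displacement above 50% at 20 µM plus a fluorescence interference ratio under 1.5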;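 also: plate controls were wells without compound for no effect and wells lacking Bcl-B protein for full effect; a part of the inactive calls stands beside numbers as strong as those of hits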
MRP resist rev cytotoxicity – further read-out of MRP resist rev, marked with its call; viability, %; H69AR cells, CellTiter-Glo, 72 h; measured here: cytotoxicity without doxorubicin
MRP resist rev with doxorubicin – also measured in MRP resist rev; calls as there; viability, %; measured here: viability with 2 uM doxorubicin; hits give low values
IL1B NFkB inh cell count 2 µM – second read-out of IL1B NFkB inh, no call of its own (marks repeat the call); cell count; measured here: cells passing quality filter;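 raw number of nuclei counted in each imaged well without normalization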
NFkB transloc pot cell count 2 µM – further read-out of NFkB transloc pot, marked with its call; cell count; measured here: cells passing quality filter
The depositor's hits bear a star; nt = not tested or not shown. This is a subset, so the mix of outcomes need not match the whole.

SMILES | NFkB transloc pot | NFkB transloc pot cell count 2 µM | PLAP inhibition | IL1B NFkB inh | IL1B NFkB inh cell count 2 µM | MRP resist rev | MRP resist rev cytotoxicity | MRP resist rev with doxorubicin | Bcl-B displacement
Cc1ccc2c(c1)c1c(n2CC(O)Cn2ccnc2C)C(=O)CCC1 (configuration not stated) | 1 | 108 | nt | -1 | 108 | 3 | 65 | 62 | nt
CC(=O)N(Cc1cccnc1)Cc1cc2ccc(C)cc2[nH]c1=O | 2 | 118 | 20% | -2 | 118 | 16 | 100 | 84 | -26%
CN(C)c1nc(NS(=O)(=O)c2ccc(Cl)cc2)nc(N(C)C)n1 | -13 | 80 | -26% | 13 | 80 | 10 | 97 | 87 | -1%
O=C(Cn1c(=O)n(CC2CCCO2)c(=O)c2ccccc21)c1ccc(Cl)c(Cl)c1 (configuration not stated) | -11 | 178 | -14% | 11 | 178 | -7 | 40 | 48 | -23%
COc1cccc(CN(Cc2ccco2)S(=O)(=O)c2ccc(S(=O)(=O)NCc3ccccc3)cc2)c1OC | 9 | 96 | nt | -10 | 96 | -10 | 70 | 79 | nt
COc1ccc(Cc2nc(-c3cccc(C)c3)no2)cc1 | 5 | 81 | 5% | -5 | 81 | -4 | 101 | 105 | -2%
Fc1ccccc1NC(=S)NNc1ncc(C(F)(F)F)cc1Cl | 10 | 176 | -39% | -10 | 176 | nt | nt | nt | -4%
COc1ccc(S(=O)(=O)N(CC(=O)Nc2cc(C)on2)Cc2ccccc2)cc1 | 2 | 226 | 13% | -2 | 226 | -22 | 77 | 99 | -1%
CC(CC(=O)NCc1cccnc1)c1ccccc1 (configuration not stated) | -6 | 75 | nt | 6 | 75 | 5 | 91 | 87 | nt
COc1ccccc1CN(C(=O)Cc1cccs1)C(C(=O)NC1CCCC1)c1ccncc1 (configuration not stated) | 11 | 144 | -36% | -21 | 136 | nt | nt | nt | -5%
CCOC(=O)c1[nH]c(=O)[nH]c1CSCCO | 31 | 63 | 11% | -31 | 63 | -2 | 104 | 106 | -11%
CN1C(=O)/C(=C2/C=CC=CN2C)OC1=S | -1 | 120 | 9% | 1 | 120 | 6 | 100 | 94 | 8%
CCN(C)c1ccc(/C=N\n2nnnc2N)cc1 | -16 | 126 | 6% | 16 | 126 | nt | nt | nt | -5%
Cc1c(CN(C)C(=O)c2sc3cc(Cl)ccc3c2Cl)cnn1C | 8 | 145 | -26% | -8 | 145 | -1 | 77 | 77 | -8%
O=C(NCCNS(=O)(=O)c1ccccc1)N1CCOCC1 | 0 | 155 | 1% | 0 | 155 | 1 | 88 | 87 | -5%
COC(=O)c1ccc(CN(c2ccc(C)cc2)S(=O)(=O)c2ccc3c(c2)OCCO3)o1 | -5 | 184 | -59% | 4 | 184 | -6 | 88 | 94 | 0%
CCCN1C=CC(=C2C(=O)c3ccccc3C2=O)C=C1 | nt | nt | 25% | nt | nt | 18 | 63 | 45 | -2%
O=C(CSc1nc2ccccc2o1)N1CCN(c2ccc(Cl)cc2)CC1 | 26 | 129 | 9% | -26 | 129 | 22 | 95 | 73 | -3%
Cc1cc(C)nc(SCc2n[nH]c(=S)n2C)n1 | 12 | 171 | nt | -12 | 171 | nt | nt | nt | nt
CCC(C(=O)Nc1nnc(-c2ccco2)s1)c1ccccc1 (configuration not stated) | -3 | 101 | -11% | 3 | 101 | 1 | 87 | 86 | -41%
COC(=O)/C(C#N)=C1/C=Cc2ccccc2N1C | 3 | 119 | nt | -3 | 119 | 18 | 99 | 81 | nt
Cc1cccc(-n2ncc3c(NCCN4CCOCC4)ncnc32)c1 | 40 | 134 | nt | -40 | 134 | 9 | 80 | 71 | 0%
CCCCn1c(=NC(=O)c2ccco2)c(C(=O)OCC)cc2c(=O)n3ccccc3nc21 | 8 | 122 | -5% | -8 | 122 | 10 | 41 | 30 | 14%
CN(C)c1ccnc(Oc2ccccc2)c1C#N | -4 | 154 | -6% | 4 | 154 | nt | nt | nt | -12%
CCCn1c(SCC(=O)N2CCCC2)nc2c1c(=O)n(C)c(=O)n2C | 8 | 125 | -7% | -8 | 125 | 2 | 84 | 82 | -2%
Cc1ccc(CNc2nc3ccccc3s2)s1 | 12 | 148 | 7% | -12 | 148 | -12 | 98 | 110 | -7%
O=C(CN1CCCc2ccccc21)NCc1ccc2c(c1)OCO2 | nt | nt | -34% | nt | nt | 7 | 95 | 87 | 12%
O=C(c1ccc(S(=O)(=O)N2CCOCC2)cc1)N1CCN(c2ccccc2)CC1 | nt | nt | 13% | nt | nt | 4 | 89 | 85 | 0%
C=CCn1c(=O)c(C(=O)Nc2ccccc2O)c(O)c2ccccc21 | -7 | 72 | -2% | 7 | 72 | -1 | 89 | 90 | -1%
CC[n+]1c(/C=C/C=C/N(C(C)=O)c2ccccc2)sc2ccccc21 | -57 | 128 | 49% | 57* | 128* | nt | nt | nt | -182%
CCOC(=O)Cn1nc(-c2ccc(C)cc2)ccc1=O | 9 | 136 | -7% | -9 | 136 | -3 | 99 | 102 | -4%
Cc1cc(C(=O)Nc2ccc(C(=O)O)cc2)c(-c2ccccc2)o1 | 0 | 107 | 24% | 0 | 107 | -8 | 96 | 105 | 1%
NC(=O)c1cc(N2C(=O)C3CC=CCC3C2=O)ccc1N1CCCCC1 (configuration not stated) | 6 | 111 | -48% | -6 | 111 | 17 | 94 | 77 | -1%
CCCn1c(N2CCN(S(=O)(=O)Cc3ccccc3)CC2)nc2ccccc21 | 15 | 192 | 1% | -15 | 192 | -36 | 39 | 75 | 6%
COCCn1c(C2CCCCC2)nc2sc3ccccc3c(=O)c2c1=O | -5 | 124 | -43% | 6 | 124 | -8 | 88 | 96 | -10%
Cc1ccc(Cn2c(SCC(=O)NCC3CCCO3)nc3c(sc4ccccc43)c2=O)cc1 (configuration not stated) | 18 | 161 | 8% | -18 | 161 | 4 | 101 | 97 | 8%
Cc1ccccc1Cn1nc(C)c(NC(=O)c2noc3c2CCCC3)c1C | 6 | 115 | -39% | -6 | 115 | 1 | 91 | 90 | -1%
CCCCC1CC(CSC(=N)N)OC1=O (configuration not stated) | -1 | 135 | -9% | 0 | 135 | 5 | 101 | 96 | -8%
O=C(Nc1ccc(Br)c(Cl)c1)C1CC1 | 16 | 135 | 2% | -16 | 135 | 2 | 87 | 85 | 2%
CC(C)CNS(=O)(=O)c1ccc(CCC(=O)NCc2ccco2)cc1 | 6 | 93 | nt | -6 | 93 | -12 | 72 | 84 | nt
O=[N+]([O-])c1cccc(C(=Nc2cccc(Cl)c2)NO)c1 | 13 | 148 | 22% | -13 | 148 | nt | nt | nt | 2%
CCOC(=O)CSc1nc(C)cc(=O)[nH]1 | -2 | 67 | -14% | 2 | 67 | -6 | 89 | 95 | -4%
CCOC(=O)CN(C(=O)CSc1nnc2c(n1)[nH]c1ccccc12)c1ccccc1 | 5 | 63 | 10% | -5 | 63 | 14 | 91 | 77 | 3%
Cc1ccccc1-n1ncc2c(SCC(=O)N3c4ccccc4CC3C)ncnc21 (configuration not stated) | 6 | 152 | -9% | -6 | 152 | nt | nt | nt | -9%
CCN(CC)C(=O)c1c(NC(=O)c2ccccc2)sc(C)c1C | 2 | 81 | 1% | -2 | 81 | 3 | 90 | 87 | 10%
O=c1c(-c2ccc3c(c2)OCCO3)coc2cc(O)cc(O)c12 | -6 | 108 | -24% | 6 | 108 | -8 | 89 | 97 | 4%
Cc1ccc(N2CCN(C(=O)c3ccccc3)CC2)c(C)c1 | 31 | 158 | 26% | -31 | 158 | 7 | 101 | 95 | -4%
Cc1ccc(-c2noc(CCCC(=O)N3CCOCC3)n2)cc1 | nt | nt | 7% | nt | nt | 8 | 100 | 92 | 0%
CCOc1ccc(C(=S)N2CCOCC2)cc1OCC | 1 | 66 | 12% | -1 | 66 | 11 | 101 | 90 | -3%
CCOC(=O)C1CCN(C(=O)COc2ccc(Br)cc2)CC1 | 10 | 150 | -54% | -10 | 150 | -5 | 83 | 88 | -1%
Cc1ccc(S(=O)(=O)N2CCN(C(C)C(=O)N3CCCc4ccccc43)CC2)cc1 (configuration not stated) | 0 | 162 | -30% | 0 | 162 | 9 | 96 | 87 | -4%
O=C(Nc1ccc2c(c1)OCO2)N1CCN(C(=O)C2CCCO2)CC1 (configuration not stated) | 37 | 147 | nt | -38 | 147 | 0 | 101 | 101 | nt
COc1cc(C(=O)N2CCC(O)(c3ccccc3)CC2)cc(OC)c1OC | 1 | 166 | 0% | -1 | 166 | nt | nt | nt | 3%
COc1ccccc1-c1nnc2sc(-c3cnccn3)nn12 | 0 | 110 | -3% | 0 | 110 | 10 | 97 | 88 | 28µM*
COc1cccc(C2=NOC(C(=O)N3CCN(Cc4ccccc4)CC3)C2)c1OC (configuration not stated) | 5 | 104 | -30% | -5 | 104 | 7 | 88 | 80 | -11%
CCc1ccc(-c2nc(CN3CCC(C(=O)N4CCN(c5ccccc5)CC4)CC3)c(C)o2)cc1 | 10 | 199 | -84% | -10 | 199 | -8 | 1 | 9 | -1%
CS(=O)CCC(NS(=O)(=O)c1ccccc1)C(=O)O (configuration not stated) | nt | nt | -18% | nt | nt | nt | nt | nt | -4%
COc1ccc(CNc2nc3nc(C)cc(C)n3n2)cc1 | 19 | 179 | 15% | -19 | 179 | 0 | 98 | 98 | -8%
N#CC1=C(C2CC2)CC(c2ccccc2)C(C#N)=C1N (configuration not stated) | 8 | 77 | 16% | -8 | 77 | -17 | 39 | 55 | -4%
CS(=O)(=O)N(CC(=O)N1CCCC1)c1cc(Cl)c(Cl)cc1Cl | 12 | 151 | -47% | -12 | 151 | nt | nt | nt | 16%
(next part)
SMILES | NFkB transloc pot | NFkB transloc pot cell count 2 µM | PLAP inhibition | IL1B NFkB inh | IL1B NFkB inh cell count 2 µM | MRP resist rev | MRP resist rev cytotoxicity | MRP resist rev with doxorubicin | Bcl-B displacement
CC(=O)OCCc1c(C)nc2nc[nH]n2c1=O | 31 | 184 | 26% | -31 | 184 | 13 | 100 | 87 | -4%
Cc1ccc(C)c(N2C(=O)CS/C2=N\NC(=O)c2ccccc2Cl)c1 | -1 | 148 | -13% | 1 | 148 | 3 | 101 | 98 | 2%
CC(C)Nc1nc(NC(C)C)nc(N(C#N)CCOc2ccc(Cl)cc2Cl)n1 | 7 | 129 | nt | -7 | 129 | -19 | 28 | 47 | nt
COc1ccc(OC)c(NC(=S)NCc2ccco2)c1 | 1 | 144 | nt | -1 | 144 | nt | nt | nt | nt
